# b-catenin transl: modulators of beta-catenin nuclear translocation, primary screen, imaging, HeLa cells, immunofluorescence, high-content | nuclear translocation activity, % at 5 µM | 0.3% of 190,000 active | AID 1665, 2009;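 active means nuclear translocation activity above 50% at 5 µM, with a well cell count of 50 or more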;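 further: per-cell ratio of nuclear to cytoplasmic median beta-catenin stain intensity; plate controls were DMSO negative control for no effect and GSK-3 inhibitor IX positive control for full effect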
#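 Test system: human HeLa cell line; Doses: 5 µM primary, 0.02–20 µM confirmation; Incubation: 24 h compound exposure, 37°C; Detection: beta-catenin immunofluorescence imaging with DAPI; Read-out: beta-catenin nuclear/cytoplasmic ratio, % activation.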
# Dynein transport: inhibitors of GR-EGFP nuclear translocation, primary screen, dynein cargo transport inhibitor project, imaging, high-content, 3617.4 mouse cells | test concentration mostly 20 µM; stimulated with dexamethasone, 1 µM; hits give low values | z-score, hits read low | 0.47% of 220,000 active;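 active means plate z-score of nuclear minus cytoplasmic receptor signal below a set negative limit, without overly bright fluorescence or cell loss, cut at about -3.5 in these data, passing the limit was not always enough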;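 further: z-score of nuclear minus cytoplasmic ring GR-EGFP intensity difference per well; some compounds called inactive have numbers as strong as hits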
#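 Buffer or medium: Induction medium lacking tetracycline, stripped serum | Also added: Dexamethasone agonist, 1.0 µM final, for 30 min | Timing: 48 h induction, 1 h compound, 30 min dex at 37 °C | Detection: Formaldehyde fixation, Hoechst nuclear stain, 10x automated fluorescence imaging | Measure: Nuclear versus cytoplasmic GR-EGFP signal, averaged per well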
# MT stabilize HCS: microtubule stabilizers in HeLa cells, primary screen, imaging, high-content imaging; HeLa tubulin immunostaining HCS, 24 h; share of cells brighter than vehicle mean+2SD; 0.83% of 200,000 active; AID 2205, 2009; % tubulin-high responders, % at 10 µM;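 active means plate Z-score above 3 for both tubulin-high and condensed-nucleus cell shares, with cell loss under 80%, at 10 µM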;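 further: anti alpha tubulin signal scored within the nucleus-defined area of each cell; some results filed as inactive read as strong as hits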
# Autophagy mod: autophagy modulators in MEF cells, primary screen, imaging, high-content, MEF GFP-LC3 | 0.98% of 190,000 active | AID 463193, 2010 | calls only at 10 µM (by protocol) | MEF GFP-LC3 puncta imaging; test concentration mostly 10 µM;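 active means percentage of spot-positive cells more than 3 SD above its plate mean, without a fluorescence outlier flag or 80% toxicity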;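 further: spot-positive cell cutoff set from DMSO-treated cells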
# HIV peptide binding: inhibitors of HIV fusion peptide binding, primary screen, biochemical, uHTS, fluorescence dequenching (AID 1986); inhibition, % at 20 µM, or IC50 in µM where a hit was titrated; cell-free peptide binding, fluorescence dequenching, 30 min; higher % means a stronger effect; 0.3% of 290,000 active; in the data active means inhibition mostly above about 52%, no sharp cut-off; inactive means mostly below about 76%; further: some results filed as inactive read as strong as hits
# Yfh1-off respiration: enhancers of respiration in Yfh1-depleted yeast, dose response, Friedreich's ataxia, plus single-dose screen (AID 1465); fold induction at 50 µM, or EC50 in µM where a hit was titrated; S. cerevisiae Yfh1-off respiration, WST-1 reduction, 72 h; higher fold induction means a stronger effect; 0.074% of 220,000 active;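 active means fold induction of absorbance versus untreated yeast above a set limit, then at least 30% activation at any dose in follow-up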;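 further: activators that raise dye reduction in frataxin-depleted yeast; strong numbers were not always called active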
# WT yeast gro inh: growth inhibition of WT strain, primary screen, mitochondrial fusion inhibitor project, WT and mutant strains, chemical genetic; mitochondrial fusion phenotypic screen; inhibition, % at 10 µM; 2.1% of 190,000 active; in the data active means inhibition above about 58%; tested in S. cerevisiae
# AID2073: inhibitors of Mint1-CaV2.2 protein interaction, biochemical, HTRF (AID 2073) | HTRF protein-protein interaction, Mint1-CaV2.2; higher % means a stronger effect | one-dose inhibition, % at 20 µM; IC50 in µM for titrated hits | 0.19% of 290,000 active; in the data active means inhibition mostly above about 51%, no sharp cut-off; further: some results filed as inactive read as strong as hits
# Ins promoter up: insulin promoter activators in MIN6 cells, imaging, high-content screening, mouse beta cells | MIN6 insulin promoter-GFP reporter; hits give high values | z-score at 5 µM | 0.3% of 190,000 active | AID 1625, 2009;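 active means z-score above 3 at 5 µM with at least 500 cells counted in the well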
# WT yeast gro inh mutant strain: recorded beside WT yeast gro inh, whose call it bears; inhibition, %; mitochondrial fusion phenotypic screen, mutant strain inhibition
# Dynein transport cytoplasmic EGFP: also measured in Dynein transport; calls as there; z-score; measured here: cytoplasmic GR-EGFP intensity; hits give high values
# Dynein transport nuclear GR-EGFP: second read-out of Dynein transport, no call of its own (marks repeat the call); z-score; measured here: nuclear GR-EGFP intensity;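 lower value marks the stronger effect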
# Dynein transport cell count: second read-out of Dynein transport, no call of its own (marks repeat the call); z-score; measured here: cell count per field
# Ins promoter up cell count: second read-out of Ins promoter up, no call of its own (marks repeat the call); cell count; measured here: cytotoxicity, nuclei count;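 total cells summed across four imaged fields per well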
# b-catenin transl cell count 5 µM: second read-out of b-catenin transl, no call of its own (marks repeat the call); cell count; measured here: cell count, cytotoxicity flag
# MT stabilize HCS Hoechst-high %: also measured in MT stabilize HCS; calls as there; % Hoechst-high responders; measured here: nuclear condensation Hoechst responders;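 share of cells brighter than vehicle mean plus two SD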
# MT stabilize HCS cytotoxicity %: also measured in MT stabilize HCS; calls as there; toxicity, %; measured here: cytotoxicity by cell density;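 0% = mean cell density of plate MIN control wells and 100% = no cells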
# Autophagy mod cell loss 18 h: further read-out of Autophagy mod, marked with its call; toxicity, %; measured here: cell loss, nuclei count;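 cell loss after 18 h compound exposure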
# * hit, by the source's call; i = inactive; / = no result given.
SMILES,b-catenin transl,b-catenin transl cell count 5 µM,Dynein transport,Dynein transport cytoplasmic EGFP,Dynein transport nuclear GR-EGFP,Dynein transport cell count,MT stabilize HCS,MT stabilize HCS Hoechst-high %,MT stabilize HCS cytotoxicity %,Autophagy mod,Autophagy mod cell loss 18 h,HIV peptide binding,Yfh1-off respiration,WT yeast gro inh,WT yeast gro inh mutant strain,AID2073,Ins promoter up,Ins promoter up cell count
O=C(CSCc1ccc(Cl)cc1)NN=C1CCCCCC1,4.3,1123,0.343,-0.19,0.313,-0.838,2.3,2.9,12.0,i,-2.4,-3.0%,i,0.9,3.9,-5.1%,/,/
COc1ccc(-c2csc3nc(C)n(-n4cccc4)c(=O)c23)cc1OC,1.4,1169,-0.309,-0.216,-0.166,-0.127,3.6,2.8,5.2,i,5.0,1.9%,i,3.5,11.8,17.9%,0.18,1312
CC(NC(=O)Nc1ccc(Br)cc1)C(C)(C)C (stereo not drawn),0.5,1451,0.3,-0.311,0.658,0.208,6.6,2.1,4.0,i,6.0,-0.5%,i,4.1,-4.3,1.0%,-0.2,1425
O=C(CN(c1ccccn1)S(=O)(=O)c1ccc(F)cc1)Nc1ccc(F)cc1F,-1.4,1137,-0.373,-0.222,-0.149,0.557,2.0,2.3,6.0,i,5.5,-1.7%,/,-10.2,-11.2,8.9%,0.1,1315
CCOC(=O)C1(C)C=C(Nc2ccc(OCC)cc2)C(=O)N1c1ccccc1 (stereo not drawn),-1.9,1118,0.0518,-0.0854,-0.0356,-0.91,2.5,3.0,4.7,i,-12.4,0.1%,i,-33.1,-15.4,22.6%,-0.89,1535
COc1ccc(C(C(=O)NC(C)(C)C)N(C(=O)Cn2nnc3ccccc32)c2cccc(C(C)=O)c2)cc1O (stereo not drawn),0.9,1268,0.19,-0.188,0.697,-1.11,/,/,/,/,/,-1.4%,i,/,/,2.8%,-0.81,1069
CCn1c(=O)cc(OCC(=O)NCc2cccs2)c2ccccc21,0.0,1057,0.161,-0.313,-0.146,1.08,3.3,1.7,3.2,i,10.6,1.8%,i,4.2,-7.8,21.0%,-1.12,1240
COCCN(CCOC)c1nc(N)c2c(N)nc3c(c2c1C#N)CC(=O)N3Cc1ccc(Cl)cc1,0.6,1171,-0.968,0.198,-0.533,-0.206,5.5,1.8,7.9,i,-3.7,1.6%,i,-3.1,-2.4,16.9%,-0.51,1486
CCn1c(SCC(=O)N(C)C2CCS(=O)(=O)C2)nnc1-c1cccs1 (stereo not drawn),-1.2,1087,-0.0875,-0.294,-0.361,-0.613,1.8,1.5,11.5,i,-0.4,0.4%,i,-26.3,2.8,-1.2%,0.58,1228
COc1ccc(S(=O)(=O)NCCSCc2cccs2)cc1,/,/,-0.73,1.17,-0.169,0.13,4.9,3.2,4.7,i,-3.7,-0.8%,i,-0.4,14.8,-0.3%,-0.59,1225
O=C(c1ccc(CSc2nc3ccncc3[nH]2)cc1)N1CCCCCC1,0.4,1308,-0.57,-0.235,-0.178,0.353,/,/,/,/,/,0.6%,i,/,/,2.5%,-1.24,1002
CCc1ccc(C(=O)COC(=O)CNC(=O)COc2ccccc2)cc1,-0.4,550,-0.763,-0.185,-0.631,0.869,3.7,3.6,0.6,i,7.4,-0.2%,i,1.7,-29.4,-1.0%,0.89,1264
C=CCNc1ncnc2sc(SC)nc12,-1.7,1144,0.785,-0.247,0.0163,0.0213,/,/,/,/,/,1.3%,i,/,/,6.9%,-0.43,1455
C/C(=N\NC(=O)c1ccc(NS(=O)(=O)c2cccs2)cc1)c1ccncc1,-0.9,992,-0.282,-0.285,0.0158,0.547,3.7,1.3,7.3,i,-0.4,-3.0%,i,6.6,33.4,-5.9%,/,/
C1CSC2(N1)C1CC3CC2CC(C1)C31NCCS1 (stereo not drawn),-1.1,1393,-0.968,-0.226,-1.19,0.884,3.6,1.7,7.2,i,-1.0,2.1%,i,0.0,15.3,4.7%,0.13,1639
CCCNC(=O)c1ccc2c(=O)n3c(-c4ccc(C)cc4)csc3nc2c1,0.0,1292,-0.125,-0.708,0.0446,0.0173,/,/,/,/,/,-3.2%,i,/,/,17.9%,-0.06,1010
COCC(C)NC(=O)c1ccc(Cl)c(Cl)c1 (stereo not drawn),-2.2,1131,-0.525,0.21,-0.629,0.369,3.0,1.3,5.6,i,8.6,-1.2%,i,7.2,-4.1,2.9%,1.05,1160
COc1ccc(NC(=O)CC2Nc3cc(C)c(C)cc3NC2=O)c([N+](=O)[O-])c1 (stereo not drawn),0.2,995,-0.19,-0.283,0.0949,1.01,1.4,1.2,2.8,i,-6.1,-0.9%,i,6.6,-8.8,0.4%,1.41,1464
COc1ccc(S(=O)(=O)NCCSC(C)(C)C)c(Cl)c1Cl,-3.8,980,-0.559,-0.207,0.0783,0.0838,1.6,1.3,7.5,i,22.8,-4.6%,i,-4.1,-3.1,-5.5%,0.98,745
Cc1ccc(C(=O)NCCCc2ccccc2)c(C)c1,0.0,1451,0.174,1.51,0.626,0.159,2.9,2.7,9.2,i,-8.2,0.9%,i,-4.9,-6.5,-0.9%,0.03,1476
CC1CCN(CCc2nc3cc(NS(=O)(=O)c4ccccc4)ccc3n2C)CC1,-4.7,1019,-0.343,-0.205,0.127,-0.0373,5.5,3.0,5.1,i,10.5,-1.0%,i,-5.2,-0.6,14.8%,-1.24,1153
O=C(CCn1c(=S)[nH]c2ccccc2c1=O)NCCSCc1ccccc1,-3.0,1181,-0.398,-0.227,-0.166,0.516,2.0,2.5,2.4,i,4.0,1.9%,i,-4.9,-8.1,-6.3%,-0.3,1269
O=C(OCC(=O)N1CCCC1)c1ccc(S(=O)(=O)N2CCOCC2)cc1,-1.6,1065,-0.752,-0.312,0.139,0.911,4.5,3.9,6.0,i,7.6,-1.1%,i,-2.0,9.2,19.1%,0.32,1307
COCC(=O)OCn1nnc2ccccc2c1=O,1.7,1258,-1.07,-0.338,-0.661,0.995,2.8,1.0,1.0,i,15.9,-1.2%,i,5.8,-6.1,-1.7%,0.39,1710
COc1ccc(/C=C/c2ccc(=O)n(Cc3ccccc3)n2)cc1,-1.3,1051,0.0725,-0.26,0.221,-0.125,3.1,2.3,7.2,i,-1.0,-2.7%,i,12.5,-17.9,-6.6%,-0.46,1076
COc1ccc(-c2cc(=O)oc3cc(OC(C)C(=O)O)ccc23)cc1 (stereo not drawn),0.8,1335,-0.49,-0.21,0.579,0.502,1.9,1.9,3.4,i,-27.0,10.9%,i,-13.8,-47.8,23.5%,0.17,1377
Cc1nn(C)c(C)c1S(=O)(=O)N(CC(=O)NCc1ccco1)c1ccc(C(C)C)cc1,-4.7,1223,1.76,0.0539,1.32,-2.38,4.3,1.8,4.4,i,-0.6,-0.2%,i,10.2,3.9,4.4%,0.12,1250
CCn1c(Cn2nnc(-c3ccccc3)n2)nnc1SCC(=O)Nc1ccc(N(C)C)cc1,0.5,1158,0.206,-0.203,0.761,-0.0127,3.6,1.3,11.3,i,-14.9,2.1%,i,-12.9,5.2,-16.1%,-0.02,1158
COc1cccc(C(=O)OCC(=O)Nc2cc(C)c(C)cc2[N+](=O)[O-])c1,-1.6,562,0.19,-0.204,0.14,0.368,3.3,2.6,6.1,i,-15.7,-0.1%,i,4.8,10.1,5.9%,0.14,1365
Cc1ncc([N+](=O)[O-])n1CC(=O)NC1CCCCCC1,0.1,1510,0.0277,-0.254,0.0221,0.0176,1.2,1.3,11.1,i,11.0,2.2%,i,2.7,0.3,8.3%,0.18,1430
N=c1n(CCN2CCCCC2)c2ccccc2n1CC(O)c1cccc(Br)c1 (stereo not drawn),-5.3,973,-0.225,-0.199,-0.194,0.197,2.1,1.6,2.9,i,11.0,2.9%,i,-5.7,6.8,1.0%,/,/
COc1ccc(/C=N/NC(=O)COc2cccc3cccnc23)cc1OC,-1.3,1094,-0.456,-0.245,-0.332,0.396,9.8,1.0,8.8,i,-2.5,-0.1%,i,1.2,9.1,10.7%,-1,1196
O=C(Nc1ccc(N=Nc2ccccc2)cc1)c1cccc(Cl)c1,-2.2,1069,-0.361,-0.208,-0.484,-0.211,2.4,1.8,5.4,i,0.2,-0.2%,i,7.5,8.8,10.5%,0.09,2004
COc1ccc2c(c1)c(=O)oc1cc(OCC(=O)N3CCC(C)CC3)ccc12,2.1,920,0.0452,-0.135,0.0632,0.58,2.3,1.3,5.2,i,-6.6,7.1%,i,/,/,18.6%,0.22,1278
COc1ccc(CNC(=O)C23CN(Cc4ccccc4)CC2C(c2ccc([N+](=O)[O-])cc2)=NO3)cc1 (stereo not drawn),-2.1,870,0.982,-0.231,0.756,0.0641,2.2,1.6,11.6,i,10.5,3.1%,i,46.1,39.3,14.0%,-0.97,1456
O=C(CCc1nc2ccccc2[nH]c1=O)OCC(=O)c1cccc2ccccc12,/,/,0.924,0.336,1.15,0.856,1.4,1.3,5.6,i,27.3,2.7%,i,-1.9,-3.9,-2.4%,-0.24,861
Cc1onc(C(=O)Nc2sc3c(c2C#N)CCCC3)c1[N+](=O)[O-],1.8,1060,2.3,-0.00159,1.85,-1.93,3.3,1.4,0.1,i,29.9,6.2%,i,-9.5,-3.6,-6.4%,0.88,1313
